Screening results (PubChem BioAssay)
tim23-1 inh: growth inhibitors of tim23-1 mutant yeast, primary screen, luminescence, uHTS | inhibition, % at 20 µM | hit rate 1.3% among 330,000 | S. cerevisiae tim23-1 growth, BacTiter-Glo luminescence, 24 h | AID 463212, 2010;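 active means growth inhibition of the mutant yeast at or above 50%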;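 further: temperature-sensitive mutant grown at 25 °C; plate controls were DMSO-treated mutant yeast for no effect and medium wells lacking yeast for full effect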
APJ agonist: agonists of human apelin receptor APJ, primary screen, CHO-K1 cells, PathHunter beta-arrestin, luminescence; activation, % at 20 µM; AID 2520, 2010; 0% DMSO wells, 100% apelin; hit rate 0.11% among 330,000; P35414;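 active means activation more than six SD over the plate average, tested at 20 µM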;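 further: 0% = DMSO alone and 100% = apelin-13 at 10 nM; some results filed as inactive read as strong as hits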
Target sequence (P35414 whole entry, looked up): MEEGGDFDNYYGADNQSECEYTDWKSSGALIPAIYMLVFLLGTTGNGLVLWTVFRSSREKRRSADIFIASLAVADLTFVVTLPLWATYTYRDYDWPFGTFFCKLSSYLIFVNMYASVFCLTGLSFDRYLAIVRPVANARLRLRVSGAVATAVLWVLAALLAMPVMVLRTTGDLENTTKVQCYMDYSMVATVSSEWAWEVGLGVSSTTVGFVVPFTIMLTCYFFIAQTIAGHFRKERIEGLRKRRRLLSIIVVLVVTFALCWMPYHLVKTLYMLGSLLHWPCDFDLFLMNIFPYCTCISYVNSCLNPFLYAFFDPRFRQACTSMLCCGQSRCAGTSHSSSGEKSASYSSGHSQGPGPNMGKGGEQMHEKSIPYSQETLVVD
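Incubation: overnight seeding, 90 min compound at 25 °C, 1 h detection; test system: PathHunter CHO-K1 APJ (AGTRL-1) beta-arrestin reporter cells; amount: 1000 cells/well; doses: one dose, 20 µM compound, 1% DMSO; measured by: beta-gal luminescence; measure: agonist-driven arrestin binding to APJ; benchmarks: negative DMSO alone, positive Apelin-13 at 10 nM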
APJ antagonist: antagonists of human apelin receptor APJ, primary screen, CHO-K1 cells, beta-arrestin complementation, luminescence | P35414 | inhibition, % at 20 µM | hit rate 0.32% among 330,000;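 active means inhibition above about 40% at 20 µM, limit read from the data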;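 further: cells challenged with 10 nM apelin-13 agonist together with compound; plate controls were apelin-13 plus DMSO wells for no effect and DMSO wells lacking apelin-13 for full effect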
NR3A LBD binder: binders of NR3A ligand-binding domain, primary screen, biophysical, differential scanning fluorimetry, uHTS; Tm shift relative to glycine control, % at 25 µM; AID 1259313, 2017; hit rate 2.5% among 340,000; NR3A LBD differential scanning fluorimetry, Tm shift; 0% = protein alone, 100% = glycine-bound protein;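 active means melting temperature shift of at least 10% of the positive control shift, at one fixed dose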
TIM10 inh: growth inhibitors of isogenic TIM10 control yeast, primary screen, counter-screen for tim10-1 yeast inhibitor project, luminescence, uHTS; AID 463195, 2010; hit rate 1.4% among 330,000; S. cerevisiae TIM10 strain growth, BacTiter-Glo luminescence, 24 h; inhibition, % at 10 µM;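 active means inhibition of 40% or more at the single tested concentration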;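 further: wild-type TIM10 isogenic control strain grown at permissive 25 °C; 0% = DMSO yeast wells and 100% = minimal medium wells without yeast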
beta cell repl: inducers of MIN6 beta-cell proliferation, primary screen, ATP luminescence, uHTS; AID 2380, 2010; proliferation, % at 10 µM; MIN6 cells proliferation, ATPlite luminescence, 48 h; cells starved in 0.2% serum; 100% = growth in 10% serum; hit rate 0.29% among 330,000;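 active means compounds whose signal lies at least 3.5 SD above the mean of all wells on their plate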;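 further: 0% = DMSO-treated cells in low-serum medium and 100% = 10% serum control; some compounds called inactive have numbers as strong as hits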
MPTP inh: mitochondrial permeability transition pore inhibitors, primary screen, biochemical, isolated mouse mitochondria, absorbance | Ca2+ swelling absorbance, 30 min | inhibition, % at 10 µM | hit rate 1.4% among 360,000 | AID 602449, 2012;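 active means inhibition of 50% or more, scaled per plate between neutral and stimulator controls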;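 further: 0% = DMSO wells given calcium and 100% = 1 mM EGTA wells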
NALP3 yeast inh: NALP3 inflammasome inhibitors in reconstituted yeast, primary screen, luminescence, uHTS; AID 2825, 2010; Yeast reconstituted NLRP3/ASC/caspase-1, beta-gal luminescence, 24 h; hit rate 0.39% among 330,000; inhibition, % at 10 µM;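 active means inhibition of 50% or more; inactive means inhibition below 50%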;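 further: plate controls were induced DMSO wells for no effect and uninduced yeast grown without galactose for full effect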
tim10-1 inh: growth inhibitors of tim10-1 mutant yeast, primary screen, luminescence, uHTS; S. cerevisiae tim10-1 ts strain growth, BacTiter-Glo, 24 h; inhibition, % at 20 µM; hit rate 2.2% among 330,000; AID 463190, 2010;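 active means inhibition of at least 40%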;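 further: mutant grown at 25 °C; 0% = DMSO wells with yeast and 100% = wells holding no yeast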
* = called active by the depositor. Not a hit list. About 7.2% of those tested had a hit in this group.

`CCCCn1c(N)c(N(CCC(C)C)C(=O)C2CCCN(C(=O)c3ccc(Cl)cc3)C2)c(=O)[nH]c1=O` (centres undefined) gave tim23-1 inh 10, APJ agonist -1, APJ antagonist 7, NR3A LBD binder 1, TIM10 inh -4, beta cell repl -1, MPTP inh 0.3, NALP3 yeast inh 0 and tim10-1 inh -1.
CC(C)n1ncc2c(C(=O)NCc3ccccc3CN(C)C)cc(C3CC3)nc21 was read as tim23-1 inh 18, APJ agonist -4, APJ antagonist 4, NR3A LBD binder 2, TIM10 inh 4, beta cell repl -4, MPTP inh -0.4, NALP3 yeast inh 3 and tim10-1 inh 14.
`CN(C(=O)CSc1nnc(NCc2ccccc2)s1)C1CCS(=O)(=O)C1` (centres undefined) gave tim23-1 inh 13, APJ agonist -3, APJ antagonist -25, NR3A LBD binder 2, TIM10 inh -1, beta cell repl -2, MPTP inh -0.8, NALP3 yeast inh 5 and tim10-1 inh 2.
For Cc1ccccc1OCc1nnc(SCC(=O)NCc2ccccc2)n1C the results were tim23-1 inh 16, APJ agonist 1, APJ antagonist -1, NR3A LBD binder 0, TIM10 inh 2, beta cell repl -1, MPTP inh 0.2, NALP3 yeast inh 3 and tim10-1 inh 18.
Cc1nc2ccccc2c2oc(C(=O)NC3CC3)cc12 was read as tim23-1 inh -2, APJ agonist -7, APJ antagonist -19, NR3A LBD binder -9, TIM10 inh -3, beta cell repl 2, MPTP inh 1.2, NALP3 yeast inh 11 and tim10-1 inh 16.
For Cc1ccccc1N(C(=O)c1ccccn1)C(C(=O)NCc1ccccc1)c1ccncc1 (centres undefined) the results were tim23-1 inh 15, APJ agonist -2, APJ antagonist 7, NR3A LBD binder 1, TIM10 inh -7, beta cell repl 0, MPTP inh -0.9, NALP3 yeast inh 11 and tim10-1 inh 1.
Screening Cc1ccc(C(=O)NC(NCC2CCCO2)C(Cl)(Cl)Cl)cc1 (centres undefined) returned tim23-1 inh 1, APJ agonist 0, APJ antagonist -3, NR3A LBD binder 0, TIM10 inh -24, beta cell repl -4, MPTP inh 0.0, NALP3 yeast inh 29 and tim10-1 inh -7.
CCOC(=O)c1oc2ccccc2c1NC(=O)CN1CCN(C)CC1 was read as tim23-1 inh 12, APJ agonist 0, APJ antagonist 4, NR3A LBD binder 0, TIM10 inh -8, beta cell repl -1, MPTP inh -2.8, NALP3 yeast inh 12 and tim10-1 inh 7.
Cc1ccc(NC(=O)c2ccc3nc[nH]c3c2)cc1C was read as tim23-1 inh 13, APJ agonist -2, APJ antagonist -8, NR3A LBD binder -2, TIM10 inh -1, beta cell repl -3, MPTP inh 1.2, NALP3 yeast inh -6 and tim10-1 inh -9.
`O=C(NCC(=O)N1CCN(c2ccccc2O)CC1)c1ccco1` gave tim23-1 inh -7, APJ agonist -1, APJ antagonist -12, NR3A LBD binder -1, TIM10 inh 2, beta cell repl -2, MPTP inh -0.9, NALP3 yeast inh -8 and tim10-1 inh -26.
Screening O=C(O)c1c(Cl)c(Cl)c(Cl)c(Cl)c1C(=O)N1CCCCCC1 returned tim23-1 inh 12, APJ agonist 1, APJ antagonist 12, NR3A LBD binder 0, TIM10 inh 26, beta cell repl -3, MPTP inh 1.0, NALP3 yeast inh -1 and tim10-1 inh -8.
For Cc1nc2c(C)c(C)c(C)c(C)c2nc1C the results were tim23-1 inh -5, APJ agonist 2, APJ antagonist 16, NR3A LBD binder 0, TIM10 inh 5, beta cell repl 5, MPTP inh 1.8, NALP3 yeast inh 18 and tim10-1 inh 2.
`CCOC(=O)C1=C(C)NC(C)=C(C(=O)OC)C1c1cccc(Cl)c1Cl` (centres undefined) gave tim23-1 inh 49, APJ agonist -4, APJ antagonist 2, NR3A LBD binder -12, TIM10 inh 17, beta cell repl -8, MPTP inh 0.4, NALP3 yeast inh 8 and tim10-1 inh 35.
O=C1Cc2ccccc2N1c1ccccc1 was read as tim23-1 inh -29, APJ agonist -3, APJ antagonist -4, NR3A LBD binder 0, TIM10 inh 6, beta cell repl -1, MPTP inh -0.2, NALP3 yeast inh 4 and tim10-1 inh 11.
Screening COCc1[nH][nH]c(=O)c1C=Nc1ccc(F)cc1F returned tim23-1 inh 6, APJ agonist -1, APJ antagonist 2, NR3A LBD binder -3, TIM10 inh 5, beta cell repl 0, MPTP inh -2.2, NALP3 yeast inh -11 and tim10-1 inh 9.
For C[N+]1(CCOC(=O)C2(c3ccccc3)CCCC2)CCCCC1 the results were tim23-1 inh -21, APJ agonist -2, APJ antagonist 15, NR3A LBD binder -1, TIM10 inh -21, beta cell repl -3, MPTP inh 1.1, NALP3 yeast inh 13 and tim10-1 inh -40.
Screening COc1ccc(C)cc1NC(=O)C1CCCCN1S(=O)(=O)c1ccccc1 (centres undefined) returned tim23-1 inh 26, APJ agonist -3, APJ antagonist -4, NR3A LBD binder 0, TIM10 inh 11, beta cell repl -2, MPTP inh -0.9, NALP3 yeast inh 0 and tim10-1 inh 7.
Screening Cc1ccc(C)c(COC(=O)c2cc([N+](=O)[O-])ccc2N2CCOCC2)c1 returned tim23-1 inh 8, APJ agonist -7, APJ antagonist 8, NR3A LBD binder -4, TIM10 inh -11, beta cell repl -1, MPTP inh 1.2, NALP3 yeast inh 35 and tim10-1 inh 8.
`Cc1cc(C)cc(N(CC(=O)Nc2cccc(C)c2C)S(=O)(=O)c2c(C)[nH]c(=O)[nH]c2=O)c1` gave tim23-1 inh 9, APJ agonist 7, APJ antagonist 12, NR3A LBD binder 1, TIM10 inh 8, beta cell repl -3, MPTP inh 1.0, NALP3 yeast inh -5 and tim10-1 inh 27.
Screening CCc1ccccc1NC(=O)c1ccc(F)c(S(=O)(=O)N2CCC(C(N)=O)CC2)c1 returned tim23-1 inh 4, APJ agonist -1, APJ antagonist 20, NR3A LBD binder 2, TIM10 inh 1, beta cell repl 1, MPTP inh -0.9, NALP3 yeast inh -2 and tim10-1 inh 12.
For COCCN(C(=O)c1ccccc1)c1nc(-c2ccc(OC)cc2)cs1 the results were tim23-1 inh 2, APJ agonist -4, APJ antagonist 0, NR3A LBD binder -1, TIM10 inh 1, beta cell repl -2, MPTP inh 0.0, NALP3 yeast inh 24 and tim10-1 inh -1.
`O=C(/C=N/O)NCCCN1CCCCCC1` gave tim23-1 inh 7, APJ agonist -2, APJ antagonist 3, NR3A LBD binder 0, TIM10 inh 6, beta cell repl 0, MPTP inh 0.8, NALP3 yeast inh -4 and tim10-1 inh 13.
Screening NC(=O)NC(=O)COC(=O)c1sc2ccccc2c1Cl returned tim23-1 inh -18, APJ agonist -3, APJ antagonist 19, NR3A LBD binder 0, TIM10 inh -17, beta cell repl -2, MPTP inh 2.0, NALP3 yeast inh -2 and tim10-1 inh -9.
For OCCC1CN(Cc2ccc3cc(Cl)ccc3n2)CCN1Cc1ccsc1 (centres undefined) the results were tim23-1 inh 20, APJ agonist -2, APJ antagonist 14, NR3A LBD binder 1, TIM10 inh -9, beta cell repl -2, MPTP inh -2.6, NALP3 yeast inh 8 and tim10-1 inh 24.
Cn1c(CO)cnc1SCc1ccc([N+](=O)[O-])cc1 was read as tim23-1 inh 10, APJ agonist 3, APJ antagonist -20, NR3A LBD binder 0, TIM10 inh 5, beta cell repl -3, MPTP inh 0.7, NALP3 yeast inh 16 and tim10-1 inh 20.
For COc1ccc(Cl)c2sc(N3CCN(C(=O)C4=COCCO4)CC3)nc12 the results were tim23-1 inh 17, APJ agonist -1, APJ antagonist 2, NR3A LBD binder 1, TIM10 inh 4, beta cell repl 1, MPTP inh 4.1, NALP3 yeast inh 25 and tim10-1 inh -6.
`Cc1nc2n[nH]c(N)c2c2c1COC(C)(C)C2` gave tim23-1 inh 8, APJ agonist -2, APJ antagonist -13, NR3A LBD binder -3, TIM10 inh -8, beta cell repl -1, MPTP inh 1.3, NALP3 yeast inh 8 and tim10-1 inh 14.
Screening O=C(Nc1nc(-c2ccccn2)cs1)C1CCCC1 returned tim23-1 inh 2, APJ agonist 5, APJ antagonist 3, NR3A LBD binder 0, TIM10 inh 15, beta cell repl -4, MPTP inh -4.4, NALP3 yeast inh 11 and tim10-1 inh 28.
`COc1ccc(C(=O)NNC(=O)c2ccccc2[N+](=O)[O-])cc1Br` gave tim23-1 inh 8, APJ agonist 2, APJ antagonist -14, NR3A LBD binder -3, TIM10 inh 0, beta cell repl 0, MPTP inh 0.4, NALP3 yeast inh 3 and tim10-1 inh 5.
Cc1ccc(S(=O)(=O)Nc2cccc3c2O[C@H](CN(C)C(=O)Nc2cccc4ccccc24)[C@H](C)CN([C@H](C)CO)C3=O)cc1 was read as tim23-1 inh 11, APJ agonist -2, APJ antagonist 11, NR3A LBD binder -2, TIM10 inh 10, beta cell repl -4, MPTP inh 1.7, NALP3 yeast inh 0 and tim10-1 inh -3.
Screening COc1ccc(C)cc1NC(=O)COC(=O)c1ccc2c(c1)OCCO2 returned tim23-1 inh 9, APJ agonist -2, APJ antagonist 10, NR3A LBD binder 3, TIM10 inh -2, beta cell repl 7, MPTP inh -0.4, NALP3 yeast inh 7 and tim10-1 inh 5.
For O=S(=O)(NCC(c1ccco1)N1CCc2ccccc2C1)c1ccc(F)cc1 (centres undefined) the results were tim23-1 inh 19, APJ agonist 0, APJ antagonist 11, TIM10 inh 16, beta cell repl -4, MPTP inh -0.2, NALP3 yeast inh 15 and tim10-1 inh 30.
